Screens (PubChem)
ARNT-TACC3 inh – disruptors of ARNT/TACC3 protein interaction, primary screen, biochemical, AlphaScreen, single concentration. AID 623870, 2012. inhibition, % at 9.99 µM. hit rate 0.66% among 390,000. AlphaScreen His-ARNT PAS-B/GST-TACC3 binding, luminescence; TACC3 fragment carries E629A point mutation;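 active = mean inhibition of replicates at least 50% and at least half of replicates each reaching 50%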;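 note: 0% = complete ARNT plus TACC3 wells and 100% = ARNT alone without TACC3; many hits fall short of the cut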
ERp5 block – inhibitors of ERp5-driven insulin aggregation, primary screen, biochemical, turbidity, absorbance 650 nm, single point; AID 651711, 2012; hit rate 0.05% among 350,000; inhibition, % at 9.99 µM; 90 min; Protein disulfide-isomerase A6 (Homo sapiens), Q15084;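 active = mean replicate inhibition above about 25%, with every replicate also reaching it, limit read from the data, passing the limit was not always enough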
Target sequence (Q15084 whole entry, looked up): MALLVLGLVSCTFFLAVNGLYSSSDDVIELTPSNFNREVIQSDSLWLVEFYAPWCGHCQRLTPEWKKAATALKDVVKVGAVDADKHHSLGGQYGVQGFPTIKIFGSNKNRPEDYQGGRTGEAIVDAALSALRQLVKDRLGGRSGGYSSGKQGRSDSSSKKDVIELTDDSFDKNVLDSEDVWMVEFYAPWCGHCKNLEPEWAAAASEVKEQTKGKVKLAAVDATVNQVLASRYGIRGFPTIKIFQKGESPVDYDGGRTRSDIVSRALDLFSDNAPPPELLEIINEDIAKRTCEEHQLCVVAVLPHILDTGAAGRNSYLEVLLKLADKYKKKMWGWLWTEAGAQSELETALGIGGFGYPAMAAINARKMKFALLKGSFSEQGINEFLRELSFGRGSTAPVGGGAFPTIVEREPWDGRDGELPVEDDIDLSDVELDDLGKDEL
C2C12 statin – suppressors of statin myotoxicity in C2C12 myotubes, primary screen, cell-based, single point, plate reader; C2C12 myotubes + simvastatin, ATP luminescence, 48 h; scaled: DMSO 0, geranylgeraniol control 100; rescue of ATP level, % at 7.49 µM; hit rate 0.78% among 330,000;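 active = mean ATP rescue above about 67%, or every replicate alone reaching that limit, limit read from the data, passing the limit was not always enough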;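 note: myotubes were challenged with 10 µM simvastatin during compound exposure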
Cneo AK release – Cryptococcus neoformans cell lysis inducers, primary screen, AK release luminescence, single concentration; C. neoformans lysis, adenylate kinase release luminescence, 4 h; normalised: neutral wells 0, clomiphene wells 100; lysis activity, % at 15 µM; hit rate 0.2% among 360,000;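 active = mean lysis activity across replicates of at least 80%, whatever share of replicates individually reach that level; inactive = mean lysis activity below 80%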
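Material – Cryptococcus neoformans yeast cells · Quantity – 5 × 10^6 yeast cells/mL · Buffer or medium – YPD medium · Compound – single dose · Timing – 4 h static compound exposure, 37 °C, read 1 h post-reagent · Signal – adenylate kinase release luminescence · Read-out basis – lysis from increased AK signal · Benchmarks – Clomiphene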
miR-122 sensor – miR-122 Renilla sensor signal increase in Huh7, primary screen, miR-122 inhibitor project, cell-based, single point, plate reader; Huh7 miR-122 Renilla luciferase sensor, 48 h; neutral wells = 0, positive control = 100; activation (reporter increase), % at 12.5 µM; hit rate 0.3% among 340,000;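 active = mean replicate activation score at least 90 and every replicate individually at or above 90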;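 note: higher luciferase means less miR-122 activity so hits act as miR-122 inhibitors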
esBAF inh – Bmi1 luciferase reporter increase in mESCs, primary screen, esBAF inhibitor project, mouse ES cells, Bmi1 luciferase knock-in, single point; 24 h; 100% = twice the neutral-well signal; reporter increase, % at 12.5 µM; hit rate 2% among 350,000; AID 602393, 2012; in the data active = activation above about 40%;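 note: 0% = median of the plate's neutral control wells and 100% = double that signal; a rise in the Bmi1 reporter signal indicates esBAF inhibition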
SIRT5 inh – SIRT5 desuccinylase inhibitors, primary screen, biochemical, fluorescence imaging, single point, set 5; NAD-dependent protein deacylase sirtuin-5, mitochondrial (Homo sapiens), Q9NXA8; Purified SirT5, succinyl-peptide AMC, trypsin-coupled fluorescence; inhibition, % at 15 µM; hit rate 1.1% among 330,000; AID 652115, 2013; in the data active = inhibition above about 15%
Target sequence (Q9NXA8 whole entry, looked up): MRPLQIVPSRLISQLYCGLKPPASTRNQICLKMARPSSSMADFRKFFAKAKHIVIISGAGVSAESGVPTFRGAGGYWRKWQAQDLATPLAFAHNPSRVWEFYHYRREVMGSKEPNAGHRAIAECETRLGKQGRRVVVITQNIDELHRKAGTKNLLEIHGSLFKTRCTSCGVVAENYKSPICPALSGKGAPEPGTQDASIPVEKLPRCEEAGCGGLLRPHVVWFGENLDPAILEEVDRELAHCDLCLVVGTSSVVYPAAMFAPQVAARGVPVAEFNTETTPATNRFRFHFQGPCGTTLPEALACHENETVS
* marks the source's active call; other numbers are inactive results; . = no result given; & = joins results of further samples; [ ] = dose if it differs, or a comment.

SMILES | ARNT-TACC3 inh | ERp5 block | C2C12 statin | Cneo AK release | miR-122 sensor | esBAF inh | SIRT5 inh
O=C(c1ccc2c(c1)OCO2)[C@@H]1[C@@H]2C(=O)N(C3CCCCC3)C(=O)[C@@H]2C2c3ccccc3C=CN21 (some centres not stated) | -1.3 | . | -4.2 | 1.8 | -5.5 | -0.6 | .
CCCCCN(C(=O)CCC(=O)OCC(=O)N1C(C)CCCC1C)c1c(N)n(CCCC)c(=O)[nH]c1=O (configuration not stated) | -4.8 | 2.1 | 8.7 | 2.5 | -15.2 | -1.4 | 0.7
CC(=O)N1c2ccc(S(=O)(=O)NCCC(=O)NCc3ccc(N(C)C)cc3)cc2CC1C (configuration not stated) | 1.3 | -19.3 | 92.0* | -0.2 | -4.1 | 0.8 | 1.9
Cc1nc2c([nH]c3ccccc32)c(=O)n1N | 5.4 | 0.4 | . | 12.5 | 1.7 | . | 0.7
C/C(=N/NC(=O)C1CC1(c1ccccc1)c1ccccc1)c1ccco1 (configuration not stated) | -0.4 | 5.2 | 8.4 | 1.6 | -12.2 | -0.7 | -4.9
C=CCOc1ccc(/C(CC)=N/O)cc1OC | -14.1 | . | 117.4* | -2.2 | 0.7 | 6.8 | .
COc1ccccc1-c1ccc([C@H]2[C@@H](CO)N(C(=O)C3CC3)[C@H]2C#N)cc1 | 4.2 | 1.3 | -12.4 | -2.3 | . | -1.2 | 3.9
C=CCN(c1ccccc1)S(=O)(=O)c1cccc(C(=O)N(CC)CC(=O)Nc2c(F)cccc2F)c1 | 0.9 | 3.5 | 2.8 | 0.6 | . | 10.9 | -3.1
COc1ccc(/C=C2\SC(=S)N(C(C(=O)O)c3ccccc3)C2=O)c(OC)c1 (configuration not stated) | 6.3 | 0.7 | 12.8 | -1.2 | -4.8 | -1.9 | 12.2
CC(C)COP(=O)(OCC(C)C)C(O)c1ccccc1F (configuration not stated) | -4.4 | . | . | 6.2 | 71.8 | . | .
Cc1ccc(CNC(=O)C(Cc2ccccc2)NS(=O)(=O)c2cccs2)cc1 (configuration not stated) | -1.3 | 4.0 | 1.8 | 2.6 | 13.9 | 1.9 | .
CCCCN(C(=O)CCC(=O)Nc1cc(C)on1)C(C(=O)NC1CCCC1)c1ccc(F)cc1 (configuration not stated) | . | 6.1 | 3.5 | 1.1 | -12.4 | -3.9 | -3.8
Cn1c(SCC(N)=O)nnc1-c1ccc(S(=O)(=O)N2CCCC2)cc1 | 2.8 | -0.6 | 3.7 | -1.6 | . | 2.5 | -4.1
Cc1ccc(NCCC(=O)c2ccc(Cl)cc2)cc1C | -1.7 | . | 15.8 | 0.4 | 2.8 | 28.5 | .
O=C(CCc1nc2ccccc2c(=O)[nH]1)Nc1ccccc1N1CCCCC1 | . | -2.9 | -24.3 | 4.3 | 0.7 | -6.1 | .
C/C(N)=C(/C#N)C(=O)COC(=O)c1ccc(OCC2CCCO2)cc1 (configuration not stated) | 0.5 | -1.5 | 39.9 | -6.8 | . | 0.8 | 8.8
C[C@@H]1CN([C@@H](C)CO)C(=O)c2cc(NC(=O)Cc3cn(C)c4ccccc34)ccc2O[C@H]1CN(C)S(=O)(=O)c1ccccc1 | 1.9 | 9.9 | 14.1 | 2.6 | 0.1[16.7 µM] | -2.6 | -4.5
Nc1ccc2nc(SCC(=O)c3ccccc3)sc2c1 | -1.5 | 3.7 | 9.0 | 0.2 | 7.0 | 20.1 | -2.6
C[C@@H]1CN([C@@H](C)CO)C(=O)c2cc(NC(=O)Nc3ccc4c(c3)OCO4)ccc2O[C@@H](C)CCCCO[C@H]1CN(C)Cc1ccc2c(c1)OCO2 | 19.3 | -0.8 | . | 49.3 | 0.5[16.7 µM] | -1.2 | 3.8
CC(C)CNC(=O)C(=O)NCC1OCCCN1S(=O)(=O)c1cccs1 (configuration not stated) | -3.9 | -3.1 | . | 0.1 | -6.2 | . | -1.1
C[C@H]1CN([C@@H](C)CO)C(=O)c2cc(C#CCN(C)C)cnc2O[C@H]1CN(C)C(=O)c1cnccn1 | 34.8 | 4.3 | -8.0 | 0.9 | -12.9[16.7 µM] | -16.8 | 3.3
COc1ccc(OC)c(CNn2c(-c3cccc(C)c3)nc3ccccc3c2=O)c1 | 0.9 | . | 34.1 | -2.6 | 5.4 | 0.9 | .
C[C@@H]1CN([C@@H](C)CO)C(=O)c2cc(NS(=O)(=O)c3cn(C)cn3)ccc2O[C@@H]1CN(C)S(=O)(=O)c1cn(C)cn1 | . | . | -2.6 | . | -0.1[16.7 µM] | -0.5 | .
Cc1ccc(C2Nc3cccc4cccc(c34)N2)cc1 | 26.2 | 5.3 | -1.8 | -0.9 | -5.7 | -14.3 | 1.8
Cn1cc(C(=O)c2cccc(Cl)c2)cc1C#N | -3.8 | 5.5 | . | . | 2.2 | . | 0.2

Of the compounds above, 2 contain an aryl thioether with sulfur outside any ring:
SMILES | ARNT-TACC3 inh | ERp5 block | C2C12 statin | Cneo AK release | miR-122 sensor | esBAF inh | SIRT5 inh
Cn1c(SCC(N)=O)nnc1-c1ccc(S(=O)(=O)N2CCCC2)cc1 | 2.8 | -0.6 | 3.7 | -1.6 | . | 2.5 | -4.1
Nc1ccc2nc(SCC(=O)c3ccccc3)sc2c1 | -1.5 | 3.7 | 9.0 | 0.2 | 7.0 | 20.1 | -2.6

(next part)
SMILES | ARNT-TACC3 inh | ERp5 block | C2C12 statin | Cneo AK release | miR-122 sensor | esBAF inh | SIRT5 inh
O=C(NCCCn1ccnc1)C(=O)NCC(c1cccnc1)N1CCN(c2ccc(F)cc2)CC1 (configuration not stated) | . | . | -4.2 | 0.6 | -2.2 | 4.8 | .
O=C(C[C@@H]1CC[C@@H]2NC[C@@H](O)COC[C@H]2O1)Nc1ccccc1 | -1.2 | 0.8 | -0.7 | -1.7 | 26.0[16.7 µM] | -3.4 | -1.8
Cc1cc(Cl)ccc1OCC(=O)NC(=S)Nc1ccccc1N1CCOCC1 | -5.9 | 2.1 | . | . | . | . | 3.1
Cc1ccc(N2C(=O)[C@@H]3[C@H](C2=O)C2c4ccccc4C=CN2[C@@H]3C(=O)c2ccco2)c(C)c1 (some centres not stated) | 45.1* | . | -21.4 | 5.7 | 0.1 | -1.1 | .
O=C(Nc1ccccc1C(=O)NCc1cccnc1)c1ccco1 | -37.9 | . | 11.9 | -0.1 | 0.4 | 0.8 | .
O=C1CCCN1CCCNS(=O)(=O)c1ccc(Br)cc1 | 2.5 | -2.8 | -0.7 | . | . | -4.5 | -3.4
FC(F)(F)c1cnc(Oc2ccccc2-c2nnco2)c(Cl)c1 | 8.3 | 1.9 | 5.7 | -5.4 | . | -1.7 | -2.0
COc1cccc(-c2cnc3c(NC(C)=O)cc(-c4ccsc4)cn23)c1 | . | 5.0 | -29.0 | -0.6 | 0.4 | 0.2 | .
CC1(C(=O)NS(=O)(=O)c2ccccc2Cl)CCN1C(=O)CCc1ccc(Cl)cc1Cl (configuration not stated) | . | -6.5 | 4.1 | -2.4 | 0.6 | -2.9 | .
Cc1cc(C)n2nc(C(=O)OCC(=O)Nc3ccc(C)c(F)c3)nc2n1 | 8.6 | 0.8 | 10.8 | -0.4 | -0.9 | -3.8 | -7.0
CC(=O)c1ccc(N2CCN(C(=O)c3cc4c(s3)CCCC4)CC2)cc1 | -5.8 | 2.6 | . | . | . | . | -2.1
COC(=O)CNC(=O)c1ccccc1 | -2.7 | 7.2 | 7.4 | 3.5 | -15.1 | -0.7 | .
Cc1noc(C)c1NC(=O)N(C)C[C@H]1OCCCC[C@H](C)Oc2ccc(NC(=O)NC3CCCCC3)cc2C(=O)N([C@H](C)CO)C[C@@H]1C | 1.2 | 2.4 | . | 0.9 | 2.4[16.7 µM] | -4.7 | -3.1
c1ccc(CCC2=NCCn3cccc32)cc1 | -4.1 | -1.5 | 2.7&7.3 | 1.4 | -3.9&-1.7 | 0.9&-4.3 | 0.7
COc1ccc(N=C(C)c2sc3ccccc3c2O)cc1 | -1.6 | -1.5 | 11.8 | -2.5 | 3.0 | 50.4* | 1.4
COc1ccc(CCN2C(=O)NC(NS(=O)(=O)c3ccccc3)(C(F)(F)F)C2=O)cc1OC (configuration not stated) | -6.9 | 2.7 | -5.0 | -0.7 | -0.9 | -7.7 | -8.3
O=C1CN(S(=O)(=O)c2cccc(Cl)c2Cl)CCN1 | -3.0 | -0.2 | 3.5 | -1.0 | 0.3 | -4.5 | 1.1
CCCCn1c(=O)c(C(=O)OCC)c(O)c2ccccc21 | 4.6 | . | 1.8 | 2.0 | 10.1 | 3.7 | .
CCc1nnc(NC(=O)CSc2nc3cccnc3n2Cc2ccccc2)s1 | -0.3 | . | . | -1.8 | -8.8 | 1.3 | .
NS(=O)(=O)c1ccc(CCNC(=O)CNC(=O)COc2ccccc2)cc1 | -18.0 | 6.0 | -4.8 | 0.5 | -8.7 | 6.2 | 0.4
C[C@@H]1CN([C@H](C)CO)C(=O)c2cccc(NC(=O)Nc3ccccc3)c2O[C@@H]1CN(C)Cc1ccc2c(c1)OCO2 | 7.1 | 2.4 | -12.2 | 4.2 | 6.7[16.7 µM] | -3.7 | 1.0
Cc1ccccc1NS(=O)(=O)c1ccc(OCC(=O)N2CCCCC2)cc1 | 11.2 | 3.1 | -14.4 | 0.9 | 6.5 | 1.9 | -8.2
COc1cccc(CN2CCc3ccc(NC(=O)CCc4ccc(C)cc4)cc3C2)c1O | 6.0 | 3.5 | 4.6 | 0.4 | . | 0.8 | -4.6
COc1cc(NC(=O)c2ccccc2)c(OC)cc1NC(C)=O | 2.0 | . | -10.4 | -4.0 | . | -2.0 | .
COc1cccc(C(=O)Cn2c(=N)n(C)c3ccccc32)c1 | 12.0 | . | -6.4 | 4.5 | . | -59.6 | .

More entries follow:
SMILES | ARNT-TACC3 inh | ERp5 block | C2C12 statin | Cneo AK release | miR-122 sensor | esBAF inh | SIRT5 inh
C[C@H]1CN([C@@H](C)CO)C(=O)Cc2cc(NC(=O)Nc3ccc(F)cc3)ccc2O[C@H]1CN(C)CC1CC1 | 5.8 | 2.6 | -26.2 | 2.6 | -1.7[16.7 µM] | -4.4 | 6.7
Cc1cc(O)c(C(=O)/C=C/c2ccc(C(C)C)cc2)c(=O)o1 | 2.1 | -1.0 | 7.9 | -5.0 | 2.1 | 24.0 | -0.9
CSCCC(NC(=O)c1ccc([N+](=O)[O-])cc1Cl)C(=O)OC1CCCCC1=O (configuration not stated) | . | 3.1 | -1.1 | 1.4 | -2.6 | -1.0 | -2.8
O=C(NCc1ccccc1)C(=O)NCC1OCCCN1S(=O)(=O)c1cccs1 (configuration not stated) | 10.3 | -2.5 | . | -0.1 | . | . | -3.5
CCN1CCN(c2ccc(S(=O)(=O)N3CCOCC3)cc2NC(=O)c2ccc(Cl)s2)CC1 | 1.0 | 6.7 | -14.9 | -0.8 | -13.0 | -8.4 | -1.9
CCOC(CNC(=O)CN1C(=O)COc2ccc(S(=O)(=O)N3CC(C)CC(C)C3)cc21)OCC (configuration not stated) | -1.6 | 3.3 | 3.8 | 0.1 | -5.9 | 2.5 | .
COc1cc(/C=N/NC(=O)CCN2CCN(C)CC2)cc2c1OCO2 | -4.1 | -10.8 | 7.7 | 0.2 | . | -4.2 | -0.3
Cc1cc(C(=O)Nc2ncc(C)s2)c2ccccc2n1 | 4.6 | 11.4 | . | . | 0.5 | . | -3.0
Cc1ccc(C2NC(=O)NC(O)(C(F)(F)F)C2C(=O)c2ccccc2)o1 (configuration not stated) | -4.4 | . | -3.9 | -1.2 | -5.2 | -3.5 | .
CCOCCC(=O)Nc1ccc2c(c1)c(=O)n(C)n2-c1ccc2ccccc2c1 | . | -0.4 | -47.2 | 1.4 | 23.4 | -7.5 | .
O=C(CCN1CCCCC1)N[C@@H]1CC[C@@H](CCNS(=O)(=O)c2ccc(F)cc2)O[C@H]1CO | -5.5 | -0.9 | 1.7 | -5.2 | . | -3.4 | -2.2

Compounds were not picked by outcome. About 4% of those tested had a hit in this group.
